Screens from PubChem.
Exocytosis inh – LAMP-1 surface exposure blockers, TALL-104 cells – cell-based, flow cytometry, MLPCN library, primary screen | inhibition, % at 10 µM | TALL-104 LAMP-1 surface exposure; cells stimulated with thapsigargin and PMA | 0.66% of 360,000 active;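 active = inhibition above about 55%, limit read from the data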
N-glyco inh – increase of ERlucT glycosylation luciferase signal, primary screen, N-linked glycosylation inhibitor project, D54 ERlucT cells, luminescence, set 2; 0.23% of 360,000 active; reporter increase, % at 12.5 µM; D54 ERlucT glycosylation luciferase reporter, 24 h; percent of 100 nM tunicamycin response;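 active = mean luciferase reporter signal, scaled so untreated is 0 and the glycosylation-blocking control 100, at or above a set limit in every replicate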;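 also: luciferase carries N-glycosylation sites so blocking glycosylation raises the light; 0% = median of neutral control wells and 100% = median of 100 nM tunicamycin wells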
Cardio protect – cardioprotection against H2O2-induced cell death, primary screen, uHTS, H9c2 cells, ATPLite luminescence | AID 588492, 2011 | H9c2 cardiomyocytes, H2O2 injury protection, 2 h | protection from H2O2 cell death, % at 20 µM | 0.63% of 360,000 active;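 active = compounds giving at least 50% protection of heart cells from peroxide-induced death in the single-dose screen, raw or plate-pattern-corrected value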;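 also: 0% = DMSO wells with peroxide and 100% = DMSO wells without peroxide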
CaV13 FRET inh – Primary screen for inhibitors of IQ motif and Ca2+-dependent inactivation inhibitor domain binding in CACNA1D, Förster resonance energy transfer in living cells, … | HEK cells, CFP/YFP FRET ICDI-IQ, plate reader, 10 min; percent FRET-ratio fall versus neutral wells | inhibition, % at 12.3 µM | 0.098% of 340,000 active;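 active = mean replicate inhibition of at least 30% and at least 1% of replicates passing that level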;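 also: 0% = median of the neutral control wells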
PDI inh – inhibitors of human PDI, primary screen, biochemical, turbidity, single point, plate reader | AID 588391, 2011 | 0.052% of 350,000 active | Protein disulfide-isomerase (Homo sapiens), P07237 | inhibition, % at 10 µM | PDI insulin aggregation turbidity, A650, 90 min;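 active = mean inhibition across replicates of 30% or more, whatever share of single replicates reach that level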;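 also: absorbance from insulin aggregation driven by PDI reduction with DTT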
ABCB6 inh 2 – ABCB6 transporter inhibitors, primary screen, K562-ABCB6 cells, flow cytometry, MLPCN library; ATP-binding cassette sub-family B member 6 (Homo sapiens), Q9NP58; K562-ABCB6 porphyrin accumulation, 1 h; stronger effect = lower value; fluorescence ratio to DMSO, % at 10 µM; 0.19% of 360,000 active;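 active = fluorescence ratio to DMSO below 75%, the collection mean minus 3 SD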;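 also: signal is porphyrin accumulated inside mitochondria; 100% equals median channel fluorescence of DMSO control wells; lower ratio means ABCB6 inhibition with less porphyrin fluorescence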
Target sequence (Q9NP58 whole entry, looked up): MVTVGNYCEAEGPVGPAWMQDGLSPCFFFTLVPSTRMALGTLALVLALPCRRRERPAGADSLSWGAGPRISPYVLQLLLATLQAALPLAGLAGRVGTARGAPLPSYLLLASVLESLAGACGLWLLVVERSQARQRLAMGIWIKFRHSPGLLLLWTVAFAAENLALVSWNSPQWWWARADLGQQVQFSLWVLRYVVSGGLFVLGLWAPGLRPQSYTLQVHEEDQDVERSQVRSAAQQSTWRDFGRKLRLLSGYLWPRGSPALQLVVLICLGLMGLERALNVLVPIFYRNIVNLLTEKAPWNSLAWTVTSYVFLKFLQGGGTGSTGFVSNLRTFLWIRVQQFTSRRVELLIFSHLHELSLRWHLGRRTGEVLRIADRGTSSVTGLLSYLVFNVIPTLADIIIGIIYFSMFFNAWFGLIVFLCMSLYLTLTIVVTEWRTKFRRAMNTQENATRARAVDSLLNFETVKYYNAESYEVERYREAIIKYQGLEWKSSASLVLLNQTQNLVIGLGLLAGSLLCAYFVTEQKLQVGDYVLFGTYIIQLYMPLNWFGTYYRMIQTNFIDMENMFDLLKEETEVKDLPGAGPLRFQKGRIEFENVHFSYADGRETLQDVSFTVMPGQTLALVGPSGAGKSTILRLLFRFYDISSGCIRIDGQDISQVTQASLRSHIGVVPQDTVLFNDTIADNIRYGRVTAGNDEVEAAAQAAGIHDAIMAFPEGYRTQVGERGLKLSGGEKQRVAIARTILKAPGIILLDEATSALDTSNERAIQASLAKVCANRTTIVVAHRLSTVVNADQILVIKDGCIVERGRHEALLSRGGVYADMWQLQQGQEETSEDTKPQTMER
aDG glyco act – activators of alpha-DG glycosylation, primary screen, uHTS, Pro5-aDG cells, AlphaScreen; alpha-DG glycosylation AlphaScreen (IIH6); 0% Pro5, 100% B10-LARGE cell signal; activation, % at 10 µM; 0.22% of 360,000 active; AID 624168, 2012;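 active = activation of at least 8% versus controls, or a plate z-score of at least 8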;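 also: Pro5 are CHO cells carrying HIG-tagged alpha-DG that lacks glycosylation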
iPSC survival up – enhancers of single-cell hiPSC survival, primary screen, ATPlite luminescence. 100% = ROCK inhibitor wells, 0% = DMSO. survival enhancement, % at 20 µM. 0.044% of 360,000 active; in the data active = survival enhancement above about 18%;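 also: cells exposed to compounds for 16 hours before the ATP read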
m5-HT2A agonist – mouse Htr2a agonists via beta-arrestin recruitment, primary screen, cell-based, luminescence | 5-hydroxytryptamine receptor 2A (Mus musculus), P35363 | CHO-K1 mHTR2A beta-arrestin complementation; percent of 30 µM serotonin response | activation, % at 7.6 µM | 0.66% of 360,000 active | AID 624169, 2012;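 active = activation above a run cutoff, the mean activation of all tested compounds plus 3 SD, cut at about 14% in these data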;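 also: 0% = plate median of compound wells and 100% = 30 µM serotonin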
Vif inh – HIV Vif self-association inhibitors, primary screen, imaging, HEK293T, single point; HEK293T cells, Vif self-association by quenched fluorescence, 24 h; inhibition, % at 7.49 µM; 0.35% of 340,000 active; AID 602346, 2012; in the data active = inhibition above about 50%, passing the limit was not always enough; also: some results filed as inactive read as strong as hits
* hit, by the source's call; / = no result given.

The line under a structure holds: PDI inh	iPSC survival up	m5-HT2A agonist	ABCB6 inh 2	N-glyco inh	CaV13 FRET inh	Cardio protect	Vif inh	Exocytosis inh	aDG glyco act
Clc1ccc(CSc2ccc(-c3cccnc3)nn2)cc1
    -6	0.6	-2	95	-1	-5	3	-9	-1	0.1
COc1cc(/C=N\NC(C)=O)ccc1OC/C=C/c1ccccc1
    -1	-0.6	-10	96	-3	/	5	1	53	0.8
COc1ccc(/C=N/Nc2ccc([N+](=O)[O-])cc2S(=O)(=O)N2CCN(C)CC2)cc1
    -3	-1.8	-3	99	-2	-6	2	-3	10	0.0
O=C(CCCOc1ccc(Cl)cc1Cl)NNC(=O)c1ccc(NC(=O)c2ccccc2)cc1
    -1	-1.3	2	99	-8	-3	1	8	-3	0.1
Cc1ccccc1N=Nc1c(O)[nH]c2ccccc12
    8	0.3	-2	100	0	-12	-6	-6	-6	0.0
O=C(NCC1CCCO1)c1ccccc1NS(=O)(=O)c1cc([N+](=O)[O-])ccc1Cl (stereo unspecified)
    -6	-1.7	7	102	-1	-10	-3	-9	7	0.1
Cc1cc(NC(=O)CSc2nc(-c3ccccc3Cl)nc3c2c(=O)n(C)c(=O)n3C)no1
    -2	1.7	7	88	3	-6	1	1	-9	-0.3
O=C(NNC(=O)C(c1ccccc1)c1ccccc1)c1cccs1
    4	-3.5	0	89	-2	/	0	22	-4	-0.2
N=c1c(C(=O)NCc2ccc(F)cc2)cc2c(=O)n3ccccc3nc2n1Cc1cccnc1
    -5	1.9	6	87	-1	15	14	-5	-8	0.0
CCOC(=O)C1=C(CC)Nc2ccccc2N=C1NC(=O)CCNC(C)=O
    -3	0.3	2	102	0	6	4	-7	-4	-0.1
Cc1cc(=O)[nH]c(SCC(=O)c2ccc3c(c2)NC(=O)CO3)n1
    -1	-0.4	-4	94	2	-5	6	5	6	0.0
COc1ccc(-c2cc(C(=O)N3CCCCCC3)c3ccccc3n2)cc1
    -10	-0.5	-1	99	3	-4	-4	-6	-2	0.0
COc1ccccc1OCCC(=O)Nc1cccc(S(=O)(=O)N2CCCCC2)c1
    -2	5.9	-5	91	-2	-4	-5	-6	-6	0.1
CC(CCc1ccccc1)NC(=O)COC(=O)c1ccc(NC(N)=O)cc1 (stereo unspecified)
    7	-0.6	13	100	-2	-4	0	-8	13	0.0
CCOC(=O)CN(C(=O)CCC(=O)Nc1cc(C)on1)C(C(=O)NC1CCCC1)c1cccnc1 (stereo unspecified)
    -4	-2.5	-2	97	/	-6	8	/	0	0.0
CCOC(=O)Cn1cnc2c(cnn2-c2ccc(Cl)cc2)c1=O
    8	1.7	1	92	1	-6	-18	/	0	-0.1
COc1ccccc1N(C(=O)c1snc(C(N)=O)c1N)C(C(=O)NCc1ccccc1)c1ccc(C)o1 (stereo unspecified)
    -4	-0.3	1	97	-2	-2	1	-1	73*	0.0
Cc1ccc(NC(=O)/C=N/OCC(=O)NCc2ccccc2Cl)cc1
    12	0.4	6	93	-2	-5	-4	8	3	-0.1
Cc1cccc(NC(=O)C2(c3ccc([N+](=O)[O-])cc3)CCCC2)c1
    4	-1.7	0	97	-5	-4	2	3	-2	0.0
O=C(CN1c2ccccc2Sc2ccccc21)N/N=C/c1ccccc1
    -1	-0.5	6	97	-2	-20	-7	4	1	0.0
CCCc1cc(-c2n[nH]c(C)c2-c2ccc(C(=O)OCC)o2)c(O)cc1O
    4	-2.1	-2	106	1	-9	-12	-4	3	0.3
Cc1ccc(S(=O)(=O)N2CCOCC2)cc1C(=O)N1CCc2ccccc21
    -19	1.1	-7	98	-2	-5	9	-4	-2	-0.1
CC1(C)[N+]([O-])=C2C(=[N+]([O-])C1(C)C)c1ccccc1/C2=N\O
    3	2.1	-4	101	1	-7	6	12	1	-0.5
CCN(CC)C1CCN(C(=O)c2cc(COc3ccccc3SC)on2)C1 (stereo unspecified)
    3	1.9	-5	97	-2	-4	0	3	-2	0.1
CC1CCCCC1NC(=O)C1CCN(c2c3c(nc4ncnn24)CCC3)CC1 (stereo unspecified)
    -9	-0.1	2	85	2	-3	0	-7	-2	0.0
COc1ccc(CCNC(=O)c2[nH]c(C)c(C(C)=O)c2C)cc1
    -4	-2.4	1	100	2	-6	-7	/	-1	0.0
O=C(NCCc1ccccc1F)N[C@@H](Cc1ccccc1)C(=O)O
    4	0.2	-2	97	0	-5	9	13	3	-0.1
Cc1cc(=O)oc2ccc(OCC(=O)N3CCC(C)CC3)cc12
    -11	-2.3	-2	98	4	-6	29	-4	0	-0.2
Cn1c(COc2ccccc2)nnc1SCCN1CCOCC1
    2	18	4	96	/	-4	1	/	-4	0.1
Cc1onc(-c2c(F)cccc2Cl)c1C(=O)NC1CCSC1=O (stereo unspecified)
    7	-0.1	6	94	-1	-4	-2	-12	3	-0.5
Cc1ccc(C)c(Cn2c(=O)c3c(nc4n3CCN4Cc3ccco3)n(C)c2=O)c1
    4	0.7	-1	91	3	-5	2	6	-2	-0.1
Cc1cccc(C(=O)N2CCC(n3nnc4cc(F)ccc43)CC2)c1
    -4	-1.6	-4	93	0	-6	-5	-5	3	0.0
Cn1c(=O)c2c(nc(Oc3ccc4ccccc4c3)n2C)n(C)c1=O
    -1	0.4	-4	99	-11	/	24	-7	-3	0.9
Cc1ccc(N2CCN(CCc3nc4cc(NC(=O)c5ccco5)ccc4n3C)CC2)cc1
    -1	0.8	-5	88	-10	-4	8	-8	-2	1.7
N#CC(C(=O)C12CC3CC(CC(C3)C1)C2)c1nc2ccccc2[nH]1 (stereo unspecified)
    0	1.2	2	92	-1	-5	6	-18	0	-0.2
CCOC(=O)Cn1c(=O)n(CC(=O)OCC)c2ccccc21
    0	-1.7	1	85	1	-3	-2	1	-1	-0.1
CCOc1cc(OCC)cc(C(=O)N2CCC[C@H]2C(=O)N2CCC[C@H]2C(=O)N[C@H](C)c2ccccc2)c1
    /	-0.5	-1	94	/	-10	/	/	-4	-0.3
CN(C(=O)CSc1ncnc2ccccc12)C1CCS(=O)(=O)C1 (stereo unspecified)
    2	-0.3	-2	94	-3	-7	-1	-9	1	4.5*
COc1cccc(CSc2nnc(-c3ccco3)n2C)c1
    -55	0.2	4	100	11	-4	-3	-4	-1	-0.1
Cc1ccc(-n2nnnc2CS(=O)(=O)c2ccccc2)c(C)c1
    -5	-0.1	5	101	0	-4	-2	-2	-3	-0.2
CCOc1ccc(Cl)cc1CNCCNCCO
    -2	-2.1	2	104	0	-7	5	2	-9	-0.1
S=C(NCCNC(=S)Nc1ccccc1Cl)Nc1ccccc1Cl
    -4	-0.7	0	97	6	-2	-1	/	-6	0.3
COc1cccc2c(=O)c(C(=O)O)c[nH]c12
    9	-1.4	7	100	2	-8	-5	-15	2	-0.1
O=C(O)Cn1c(Cc2ccccc2)nc2ccccc21
    -3	-0.9	0	102	0	-2	11	-3	-6	0.4
O=C(Nc1ccccc1C(=O)NCCN1CCOCC1)c1cccc([N+](=O)[O-])c1
    -6	-0.4	3	103	2	-6	1	-5	0	0.0
CCOc1ccc(-n2c(=O)cc(N3CCN(c4ccccc4)CC3)[nH]c2=O)cc1
    -10	-0.4	3	94	2	/	-2	/	2	-0.1
Cc1cc(C)n2nc(SCC(=O)N3CCN(c4ccc(F)cc4)CC3)nc2n1
    5	3.8	-8	96	3	-6	3	6	-5	0.2
Cc1nc2nc[nH]n2c(=O)c1CCOC(=O)c1ccccc1F
    -6	0.2	-2	109	1	-7	-8	1	0	-0.5
CCOc1ccccc1Nc1ncnc2ccccc12
    -9	12	-1	91	0	/	-12	-4	5	0.5
CCCCCCn1c(C(C)O)nc2ccccc21 (stereo unspecified)
    1	-3.5	1	103	1	/	-13	18	3	0.4
O=C(CC[C@H]1O[C@@H](n2cnc3c(NC(=O)c4ccccc4)ncnc32)[C@H](O)[C@@H]1O)NCC1CCCO1 (stereo partly specified)
    /	5.1	5	99	4	-5	1	19	-8	0.0
CCN(C(=O)Cc1cccs1)c1nnc(-c2cc(OC)c(OC)c(OC)c2)s1
    -6	-1.7	-2	94	-1	-3	17	0	-3	0.1
CCn1c(SCC(=O)Nc2ccc(C)cc2)nc2sc3c(c2c1=O)CCN(C)C3
    -9	-0.4	-4	96	-2	-8	1	20	1	-0.1
Cc1ccc(C)c(NS(=O)(=O)c2ccc(OCC(=O)NCc3ccco3)cc2)c1
    4	-3.0	-1	86	-5	/	-10	/	-2	0.3
C=CCN1CN(S(=O)(=O)c2ccc(OC)cc2)c2nc3ccccc3nc21
    -4	-0.4	5	101	-2	-8	-3	1	1	-0.1
CS(=O)(=O)N(CC(=O)NCc1ccc2c(c1)OCO2)C1CCCCC1
    8	-0.1	4	95	1	-4	5	-13	0	0.3
Cc1nc(SCCO)c([N+](=O)[O-])[nH]1
    2	0.2	2	100	2	-5	1	15	-2	-0.2
